# GPR35 antagonists: inhibition of zaprinast-stimulated GPR35 beta-arrestin translocation – imaging, U2OS, beta-arrestin-GFP, zaprinast agonist, primary screen (AID 2058); inhibition, % at 10 µM, or IC50 in µM where a hit was titrated; U2OS GPR35 beta-arrestin-GFP translocation imaging, zaprinast antagonism; higher % means a stronger effect; 290,000 compounds, 0.052% hits;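 active = inhibition of at least 50% with at least 30 cells and total cytoplasm GFP at most 10,000,000; inconclusive = under 30 cells or total GFP of 10,000,000 plus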
# Autophagy mod: alters autophagy in cells | MEF GFP-LC3 puncta imaging; test concentration mostly 10 µM | calls only at 10 µM (by protocol) | 190,000 compounds, 0.98% hits | AID 463193;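 active = percentage of spot-positive cells more than 3 SD above its plate mean, without a fluorescence outlier flag or 80% toxicity; inconclusive = no clear call, values can overlap the other calls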;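 note: spot-positive cell cutoff set from DMSO-treated cells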
# NTR1 agonist: agonists of NTR1, primary screen, imaging, U2OS cells, beta-arrestin-GFP, high content (AID 493036). P30989. NTR1-U2OS beta-arrestin-GFP spot imaging, agonist mode. activation, % at 20 µM. 330,000 compounds, 0.17% hits;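 active = activation at or above 40% of the spot to cytoplasm intensity ratio, with at least 20 cells analyzed; inconclusive = wells under 20 cells, flagged as cytotoxic or low count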;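 note: 0% = DMSO without peptide and 100% = 100 nM NTR1 peptide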
# Target sequence (P30989 whole entry, looked up): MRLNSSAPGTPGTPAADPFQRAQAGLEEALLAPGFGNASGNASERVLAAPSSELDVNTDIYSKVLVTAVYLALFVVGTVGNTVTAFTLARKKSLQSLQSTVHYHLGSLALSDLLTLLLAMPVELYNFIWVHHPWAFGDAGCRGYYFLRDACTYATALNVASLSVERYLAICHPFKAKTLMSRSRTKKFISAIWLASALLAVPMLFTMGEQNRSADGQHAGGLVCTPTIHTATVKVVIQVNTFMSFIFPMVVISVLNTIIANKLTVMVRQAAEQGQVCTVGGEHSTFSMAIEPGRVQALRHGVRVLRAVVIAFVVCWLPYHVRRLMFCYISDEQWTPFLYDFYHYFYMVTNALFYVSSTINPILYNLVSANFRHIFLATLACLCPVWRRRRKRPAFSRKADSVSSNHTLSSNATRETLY
# NS5 inhibitors: flavivirus cap methylation enzyme inhibition – biochemical, confirmation dose response, primary screen (AID 588689); inhibition, % at 25 µM, or IC50 in µM where a hit was titrated; 340,000 compounds, 0.3% hits; Dengue-2 NS5 methyltransferase capping enzyme assay, biochemical; higher % means a stronger effect; in the data active = a potency from the dose series; inconclusive = inhibition above about 29% without an active follow-up result
# WT yeast gro inh: growth inhibition of WT yeast, mitochondrial fusion screen | mitochondrial fusion phenotypic screen, WT strain | inhibition, % at 10 µM | 190,000 compounds, 2.1% hits; in the data active = inhibition above about 58%; tested in S. cerevisiae
# RSV CPE inhibition: inhibition of RSV-induced cytopathic effect – HEp-2 cells, primary 10 µM value included (AID 2391); HEp-2 cells, RSV-induced CPE inhibition; higher % means a stronger effect; one-dose CPE inhibition, % at 10 µM; IC50 in µM for titrated hits; 310,000 compounds, 0.13% hits; in the data active = a potency from the dose series; inconclusive = CPE inhibition mostly from about 23% at the one dose, without a potency; inactive = the rest, 99 in 100 with CPE inhibition below about 21%; note: strong numbers were not always called active
# K1F lysis inhibition: inhibition of K1F phage lysis, E. coli UTI89, bacterial capsule biogenesis inhibitors, alamar blue (AID 488966). one-dose inhibition, % at 100 µM; IC50 in µM for titrated hits. 340,000 compounds, 0.02% hits. E. coli UTI89 K1F phage lysis, alamar blue, 2 h; higher % means a stronger effect;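 active = phage lysis inhibition, versus mean bacterial control, above a set limit; inconclusive = no clear call, values can overlap the other calls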;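 note: capsule biogenesis inhibitors block K1F phage lysis so surviving cells raise fluorescence; higher fluorescence means more inhibition of phage lysis; actives were called in the ten point dose series up to 300 µM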
# AID2073: inhibitors of Mint1-CaV2.2 protein interaction, biochemical, HTRF (AID 2073); HTRF protein-protein interaction, Mint1-CaV2.2; higher % means a stronger effect; inhibition, % at 20 µM, or IC50 in µM where a hit was titrated; 290,000 compounds, 0.19% hits; in the data active = inhibition mostly above about 51%, no sharp cut-off; inconclusive = no clear call, values can overlap the other calls; inactive = mostly below about 53%; note: some results filed as inactive read as strong as hits
# LYP inhibition: PTPN22 lymphoid phosphatase activity blockers – biochemical, fluorescence intensity, uHTS (AID 1779) | recombinant LYP phosphatase, fluorescence intensity; higher % means a stronger effect | inhibition, % at 11.5 µM, or IC50 in µM where a hit was titrated | 290,000 compounds, 0.054% hits; in the data active = inhibition above about 50%;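 note: plate controls were vehicle with enzyme for no effect and no enzyme for full effect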
# WT yeast gro inh mutant strain: second read-out of WT yeast gro inh, no call of its own (marks repeat the call); inhibition, %; mitochondrial fusion phenotypic screen, mutant strain inhibition
# Autophagy mod cell loss 18 h: also measured in Autophagy mod; calls as there; toxicity, %; measured here: cell loss, nuclei count;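 cell loss after 18 h compound exposure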
# NTR1 agonist cell count 20 µM: further read-out of NTR1 agonist, marked with its call; cell count; measured here: cell count, cytotoxicity flag
# * marks the source's active call; other numbers are inactive results; i = inactive; ? = inconclusive; . = no result given; + = active, no number; [ ] = another dose, or the depositor's remark.
canonical_smiles	GPR35 antagonists	Autophagy mod	Autophagy mod cell loss 18 h	NTR1 agonist	NTR1 agonist cell count 20 µM	NS5 inhibitors	WT yeast gro inh	WT yeast gro inh mutant strain	RSV CPE inhibition	K1F lysis inhibition	AID2073	LYP inhibition
CN(CC(=O)Nc1ccccc1C(=O)NC1CC1)Cc1ccc(N(C)C)cc1	.	.	.	-1.2	61	3%	.	.	1.4%	1.4%[50 µM]	.	.
O=C(NC1CC1)C1=C[C@H](C2CCCCC2)C[C@H](OCCCCO)O1	-9%	.	.	1.1	53	-5%	.	.	1.1%	1.9%	-12%	-8%
COC(=O)c1c(N)nc(C)n1-c1ccc(OC)cc1	-4%	i	-2	-1.8	39	-1%	-2	9	0.8%	0.8%	-3%	-6%
CCOC(=O)c1sc2nc(CSc3ccccc3)nc(NCCN(C)C)c2c1C	-6%	i	0	0.5	57	-6%	26	19	11%	0.3%	-1%	5%
CCCS(=O)(=O)c1ccc(COC(=O)c2cccc(NC(=O)C(C)C)c2)cc1	13%	i	-16	0.4	44	-7%	-1	5	3.1%	-0.4%	-6%	-5%
O=C(Nc1cccc(-c2cn3ccccc3n2)c1)c1ccccc1	28%	i	-3	2.4	59	-4%	-5	5	?	-0.1%	0%	0%
O=C(Nc1ccc2c(c1)CCCN2C(=O)c1ccco1)c1cc([N+](=O)[O-])ccc1Cl	.	.	.	1.9	43	-6%	.	.	?	0.9%[50 µM]	.	.
Cc1cc(C)c2c(N)c(C(=O)Nc3nccs3)sc2n1	-4%	i	-11	1.4	72	0%	-2	-15	1.0%	0.1%	28%	-14%
Cc1ccc2c(c1)C1CN(C)CCC1N2S(=O)(=O)c1cccc(C(F)(F)F)c1 (centres undefined)	.	.	.	0.0	62	-8%	.	.	0.0%	1.4%[50 µM]	.	.
CC(C)C[C@H](NC(=O)N1CCn2c1nc1ccccc12)C(=O)NCC1CCCO1 (some centres undefined)	7%	.	.	-0.3	77	0%	.	.	1.4%	0.3%	-2%	-10%
COc1cc(C)ccc1OCCCCOc1ccccc1C(C)=O	0%	i	10	2.5	48	-1%	32	-9	1.6%	3.8%	-2%	4%
COc1ccc(S(=O)(=O)n2nc(OC(C)=O)cc2N(C(C)=O)C(C)=O)cc1	-8%	i	5	-1.0	78	2%	-13	4	1.7%	0.6%	-1%	-6%
COc1ccccc1-n1c(SCC(=O)N2CCCC2)nnc1-c1ccccc1	2%	.	.	-1.3	62	1%	.	.	2.5%	-0.1%	3%	0%
Cc1ccccc1C(=O)NCCN=C1NS(=O)(=O)c2ccccc21	7%	i	6	2.1	94	-2%	12	5	0.5%	0.1%	12%	0%
Cc1cc(C)cc(NC(=O)COC(=O)c2cc(=O)[nH]c(=O)[nH]2)c1	-3%	i	8	-2.7	93	0%	8	5	1.4%	0.3%	-9%	-3%
COc1ccc(CCCC(=O)NCCc2ccccc2)c(C)c1	10%	.	.	0.5	76	2%	.	.	1.0%	0.1%	-4%	-12%
O=C(NCc1csc(-c2cccs2)n1)C1CCCCC1	2%	.	.	1.4	46	4%	.	.	4.4%	8.0%	-3%	-4%
COc1cc2c(cc1/C=C1/NC(=O)N(CC(=O)Nc3ccccc3)C1=O)OCO2	16%	i	-10	-0.2	89	?	-14	4	4.4%	0.1%	50%	-11%
CC(C)(C)c1ccc(C(=O)O/N=C(\N)c2ccccn2)cc1	24%	.	.	2.7	66	-7%	.	.	-2.1%	4.0%	3%	-5%
O=C1OCCC1Sc1nnc(-c2ccc(F)cc2)n1Cc1ccccc1 (centres undefined)	-12%	i	-13	2.9	36	-5%	1	-5	1.7%	5.2%	4%	-6%
Oc1cccc(C(Nc2nccs2)c2ccc3cccnc3c2O)c1 (centres undefined)	-1%	i	30	2.7	45	0%	-10	-2	-2.0%	0.3%	-2%	0%
Cc1ccc(-n2c(C)cc(-c3csc(N)n3)c2C)cc1	-3%	i	24	2.3	78	4%	18	11	?	-0.1%[50 µM]	37%	0%
Cn1c(=O)cc(OCC(=O)NCCCN2CCN(Cc3ccccc3)CC2)c2ccccc21	-11%	.	.	2.8	51	-5%	-6	-6	-1.1%	-1.5%	-2%	0%
Cn1c(-c2c(N)n(CCCc3ccccc3)c3nc4ccccc4nc23)nc2ccccc21	6%	+	-5.1*	.	.	-14%	49	44	.	2.1%	26%	4%
Cc1cc(C)c2cc(C#N)c(N3CCCN(C(=S)NCCCN(C)C)CC3)nc2c1	5%	.	.	7.3	71	-8%	.	.	8.3%	0.0%	-44%	-6%
Cn1c(C=O)c(C#Cc2ccccc2)c2ccccc21	.	.	.	30	76	-5%	.	.	12%	1.7%	.	.
CCCn1c(SCC(=O)c2cc(C)n(-c3ccc4c(c3)OCO4)c2C)n[nH]c1=O	17%	i	2	0.1	53	-1%	5	19	4.0%	-0.6%	-1%	4%
CCOC(=O)Cc1csc(NC(=O)CSc2nnnn2-c2ccc(CC)cc2)n1	-6%	i	-5	1.0	27	-10%	4	3	-0.8%	0.0%	-3%	5%
COc1ccc(CNC(=O)COC(=O)CC2CCCC2)cc1	-3%	i	0	1.4	88	-3%	-20	-8	0.8%	0.2%	-8%	-5%
CC(NC(=O)COc1ccccc1)C(c1ccccc1)N1CCN(C)CC1 (centres undefined)	15%	i	-3	-1.4	56	-5%	3	-16	-1.6%	0.8%	-6%	-12%

# Next structures follow.
canonical_smiles	GPR35 antagonists	Autophagy mod	Autophagy mod cell loss 18 h	NTR1 agonist	NTR1 agonist cell count 20 µM	NS5 inhibitors	WT yeast gro inh	WT yeast gro inh mutant strain	RSV CPE inhibition	K1F lysis inhibition	AID2073	LYP inhibition
COc1ccc(OC)c(N(CC(=O)Nc2cccnc2)S(=O)(=O)c2ccc(OC)c(OC)c2)c1	-1%	i	-7	0.3	49	-4%	-4	-1	-0.6%	0.1%	-4%	0%
CCN(C(=O)[C@@H]1CCCN1C(=O)c1cccs1)c1nc2cc(Cl)ccc2s1	-16%	i	9	5.5	45	-8%	46	30	9.2%	0.6%	8%	-2%
O=C1c2ccccc2C(=O)N1CN(C(=O)c1ccccc1)c1ccc(O)cc1	-3%	i	17	-0.8	103	-4%	9	3	0.7%	0.1%	-22%	-3%
O=C(NCCN1CCOCC1)Nc1ccc(F)cc1	-3%	i	-19	0.4	31	-5%	1	-11	1.0%	-0.1%	2%	-5%
FC(F)(F)c1ccccc1Nc1nccs1	13%	i	9	0.0	63	.	-1	6	1.2%	-0.2%	-8%	1%
COc1cccc(CNC(=O)CC2Sc3ccccc3NC2=O)c1 (centres undefined)	6%	i	-6	1.3	49	-6%	-10	-2	0.3%	2.9%	-2%	-5%
Cc1noc(NC(=O)c2ccccc2)c1C#N	-6%	i	-6	0.5	44	-5%	-4	-9	0.9%	0.3%	5%	-4%
Cc1nc(SCC(=O)N2CCCc3ccccc32)c2oc3ccccc3c2n1	-11%	i	1	11	62	-4%	17	-14	0.1%	0.4%	0%	10%
CCCCCCCCNC1=CC(=O)CC(C)(C)C1	12%	.	.	1.2	46	7%	.	.	3.9%	3.0%	-35%	0%
N=c1c(C(=O)NCC2CCCO2)cc2c(=O)n3ccccc3nc2n1Cc1ccco1 (centres undefined)	-4%	.	.	2.0	40	-2%	.	.	3.8%	0.1%	28%	-12%
CCCn1c(N)c(C(=O)CN(C)CC(=O)Nc2ccc(F)cc2)c(=O)[nH]c1=O	.	.	.	0.6	61	-4%	.	.	0.2%	0.6%[50 µM]	.	.
O=C(N/N=C/c1c[nH]c2ccccc12)c1ccccc1	14%	.	.	0.7	65	.	.	.	0.7%	-0.1%	9%	-6%
COc1ccc2c(c1)c(C(=O)CN1CCN(Cc3ccccc3)CC1)c(C)n2C	2%	.	.	1.2	47	8%	.	.	-0.4%	-0.5%	41%	3%
CN(Cc1cccc(F)c1)C(=O)Cc1ccc(S(=O)(=O)N2CCOCC2)s1	.	.	.	-0.4	61	-9%	.	.	0.4%	1.2%[50 µM]	.	.
CCCCCCCCS(=O)c1sc2nc3c(cc2c1N)CCCC3 (centres undefined)	.	i	5	5.8	97	-13%	-16	4	14%	-0.8%	.	.
Cn1c(=O)c2c(nc(CN3CCN(c4ccccc4)CC3)n2CCCc2ccccc2)n(C)c1=O	.	i	-4	7.3	44	.	.	.	0.2%	-1.1%[50 µM]	.	.
COc1ccc(CN(C(=O)Cn2nnc(-c3ccc(C)o3)n2)C(C(=O)NCC2CCCO2)c2ccco2)cc1 (centres undefined)	-6%	i	-7	-1.6	105	-9%	-6	2	3.0%	0.0%	16%	-3%
c1ccc(OCCCCN2CCCCC2)cc1	1%	.	.	-1.0	64	9%	.	.	0.9%	0.3%	4%	-12%
Cc1cccc(NC(=O)C2CCN(S(=O)(=O)c3ccc4ccccc4c3)CC2)n1	.	.	.	-0.1	67	1%	.	.	3.4%	0.7%[50 µM]	.	.
O=C(c1cc(-c2cccs2)on1)N1CCc2ccccc2C1	-13%	i	29	1.1	57	-3%	-16	-11	-0.7%	-0.2%	4%	0%
COc1cc(OC)c(OC)cc1CNC(=O)c1ccc(S(=O)(=O)N2CCCCC2)cc1	.	.	.	-0.4	65	-1%	.	.	1.6%	0.1%[50 µM]	.	.
CCS(=O)(=O)N1CCC(C(=O)NCCc2ccccc2)CC1	4%	i	-4	0.7	46	-3%	2	-12	2.5%	4.8%	-4%	-5%
Cc1ccccc1NC(=O)c1cccc2nc3ccccc3nc12	-7%	i	-3	6.0	44	-3%	16	-5	12%	3.3%	34%	-3%
O=C(CCC(=O)c1ccc(Cl)cc1)NCc1ccccc1	-5%	.	.	0.2	73	3%	.	.	0.5%	0.5%	1%	-10%
Cc1sc2ncn(CC(=O)NCCCOC(C)C)c(=O)c2c1S(=O)(=O)N1CCN(c2ncccn2)CC1	-2%	i	1	-0.1	36	5%	-7	-4	0.8%	-0.1%	1%	-5%
CN(C)S(=O)(=O)c1cccc(C(=O)Nc2ccccc2[N+](=O)[O-])c1	-5%	i	-2	1.1	52	-4%	4	3	3.4%	0.3%	0%	-8%
Cn1cc(C(C[N+](=O)[O-])c2ccccc2)c2ccccc21 (centres undefined)	0%	.	.	4.0	81	-6%	.	.	-2.4%	1.4%	0%	2%
COc1ccccc1NC(=O)c1cc2n(n1)C(C(F)(F)F)CC(c1ccc3c(c1)OCO3)N2 (centres undefined)	2%	i	-3	1.8	38	-1%	4	7	-0.1%	-0.3%	5%	8%
